Casp6 inh = human caspase-6 inhibitors, primary screen, biochemical, VEID-R110 fluorescence, single point, set 2 | hit rate 0.53% among 350,000 | purified caspase-6, Z-VEID-R110 cleavage fluorescence | inhibition, % at 12.5 µM | P55212 | AID 686996, 2013;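 active = mean inhibition across replicates at least about 35%, with every replicate also reaching that limit, limit read from the data; inconclusive = only one of the two criteria met; inactive = neither criterion met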;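 also: 0% = median of neutral control wells and 100% = no fluorescence left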
Target sequence (P55212 24-179 limits assumed): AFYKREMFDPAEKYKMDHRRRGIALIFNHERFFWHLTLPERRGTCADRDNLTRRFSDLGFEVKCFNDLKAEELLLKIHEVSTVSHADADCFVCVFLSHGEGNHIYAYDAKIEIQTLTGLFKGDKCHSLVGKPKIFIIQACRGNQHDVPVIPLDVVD
Target sequence (P55212 194-293 limits assumed): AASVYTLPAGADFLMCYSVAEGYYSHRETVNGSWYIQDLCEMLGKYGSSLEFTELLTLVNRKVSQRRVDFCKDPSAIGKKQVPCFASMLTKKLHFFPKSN
GSIS activator = GLuc luminescence reporter in INS-1E cells, primary screen for activators of glucose-dependent secretion of insulin | AID 743287, 2014 | hit rate 0.61% among 370,000 | activation, % at 16.6 µM | INS-1E GLuc reporter insulin secretion, 2-3 h;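 active = lowest replicate activation of at least 40%, so every replicate reaches that level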;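 also: 0% = median of neutral control wells and 100% = median of IBMX positive control wells; some compounds called inactive have numbers as strong as hits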
CFTR F508del cor = F508del CFTR correction, initial screen, CFBE line, single point; activity (quench increase), % at 7.58 µM; AID 720511, 2013; hit rate 0.36% among 350,000; CFBE cells, YFP halide quenching; stimulated with forskolin plus potentiator P3; % fluorescence drop versus neutral controls;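 active = mean added fluorescence quench of at least 8% versus neutral control, with both replicates also reaching 8%; inconclusive = only one of the mean or replicate conditions met; inactive = mean below 8% and not both replicates reaching 8%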;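 also: cells transiently co-express mutant CFTR-F508del with the halide-sensitive YFP; corrector assay measuring rescue of mutant channel to the surface after 24 h compound exposure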
RAD52 inh = RAD52 DNA annealing inhibitors, primary screen, biochemical, FRET, single point, set 2; DNA repair protein RAD52 homolog (Homo sapiens), P43351; recombinant RAD52 DNA annealing, FRET fluorescence; inhibition, % at 18.7 µM; hit rate 0.46% among 360,000;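 active = every replicate showing at least 50% inhibition; inconclusive = mean inhibition at least 50% but not in every replicate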
RAD54 inh = inhibitors of human RAD54 branch migration, primary screen, biochemical, fluorescence, single point; hit rate 0.14% among 360,000; DNA repair and recombination protein RAD54-like (Homo sapiens), Q92698; inhibition, % at 10.4 µM; AID 602329, 2012; RAD54 Holliday junction branch migration, FAM/BHQ fluorescence;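 active = mean normalized replicate activity at least 40 and at least half of replicates scoring 40 or more; inconclusive = only one of the two criteria met; inactive = mean below 40 and under half of replicates reaching 40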;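 also: 0% = median of neutral control wells and 100% = median of positive control wells; inhibitors cause a drop in the FAM fluorescence signal; in these data hits start at about 50%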
DENV2 CPE rescue = inhibitors of DENV2 cytopathic effect, primary screen, cell-based, plate reader, single concentration; CPE inhibition, % at 9.99 µM; DENV2-infected cells, cytopathic effect rescue; AID 651640, 2012; hit rate 1.7% among 350,000; in the data active = CPE inhibition above about 20%, passing the limit was not always enough; inconclusive = no clear call, values can overlap the other calls; tested in BHK-21 cells;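 also: 0% = median of neutral control wells and 100% = median of positive control wells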
XiGFP reactiv = activators of inactive X chromosome reactivation, primary screen, imaging, XiGFP fibroblasts, GFP high-content imaging, set 2; XiGFP mouse fibroblasts, % GFP-positive cells imaging, 3 d; cells co-treated with 5-aza-dC sensitizer; scaled so ellipticine positive control = 100%; AID 743238, 2013; activation, % at 7.58 µM; hit rate 0.055% among 360,000;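 active = mean normalized replicate activation at least 10% and every replicate at or above 10%; inconclusive = only one of the two criteria met; inactive = mean below 10% and not all replicates reach 10%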;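 also: 0% = median of on-plate neutral control wells and 100% = ellipticine 6 µM median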
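Assay system: SV40-immortalized XiGFP fibroblast cells, line 68-5-11; buffer or medium: DMEM plus 5-aza-dC sensitizer; compound: one concentration, pinned; timing: compounds 3 days, fix/stain 15 min at room temperature; benchmarks: positive control ellipticine, 6 µM final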
E-selectin induc = E-selectin induction in HUVECs, primary screen, imaging, HUVEC, immunofluorescence imaging, single point. activation, % at 7.58 µM. P16581. normalized: neutral wells 0, TNF-alpha wells 100. AID 686992, 2013. hit rate 0.37% among 260,000;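 active = mean E-selectin-positive cell signal at least 10% of the positive control, reached in at least 60% of replicates, without over 20% cell loss; inconclusive = no rule given, readout overlaps actives, possibly toxicity-flagged; inactive = the rest, including those meeting only one limit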;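 also: in these data hits start at about 27%; measured in HUVEC primary endothelial cells; signal is the percent of cells scored E-selectin positive by PE staining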
Target sequence (P16581 whole entry, looked up): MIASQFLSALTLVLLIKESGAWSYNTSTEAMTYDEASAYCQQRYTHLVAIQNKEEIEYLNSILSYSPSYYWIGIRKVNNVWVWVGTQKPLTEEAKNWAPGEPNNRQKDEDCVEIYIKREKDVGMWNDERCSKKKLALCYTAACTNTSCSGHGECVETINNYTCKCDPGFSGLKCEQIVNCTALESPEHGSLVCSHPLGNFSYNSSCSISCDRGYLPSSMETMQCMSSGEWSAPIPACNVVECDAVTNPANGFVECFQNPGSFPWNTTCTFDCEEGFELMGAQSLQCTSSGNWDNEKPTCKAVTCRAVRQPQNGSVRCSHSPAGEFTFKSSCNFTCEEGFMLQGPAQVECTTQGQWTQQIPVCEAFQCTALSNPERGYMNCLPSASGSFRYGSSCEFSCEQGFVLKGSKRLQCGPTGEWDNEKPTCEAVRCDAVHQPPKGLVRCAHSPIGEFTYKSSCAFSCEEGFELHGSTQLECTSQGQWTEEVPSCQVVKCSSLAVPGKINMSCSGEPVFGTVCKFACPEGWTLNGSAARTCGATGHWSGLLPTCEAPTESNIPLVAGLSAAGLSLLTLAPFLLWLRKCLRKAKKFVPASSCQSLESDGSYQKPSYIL
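Read-out: % PE-positive cells | Test system: HUVEC | Doses: One compound dose added by pin transfer | Buffer or medium: EGM-2 over gelatin coat | Signal: Immunofluorescence imaging | Benchmarks: TNF-alpha, DMSO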
* = called active by the depositor; ? = inconclusive; / = not tested or not shown.

SMILES | Casp6 inh | GSIS activator | CFTR F508del cor | RAD52 inh | RAD54 inh | DENV2 CPE rescue | XiGFP reactiv | E-selectin induc
COc1ccc(S(=O)(=O)N[C@@H]2CC[C@H](CC(=O)NCc3ccccc3F)O[C@H]2CO)cc1 | 0.5 | -5.9 | 0.9 | -11.7 | -3.2 | -1.5 | -0.2 | -0.3
C[C@H]1CN([C@@H](C)CO)C(=O)c2cc(-c3ccncc3)cnc2O[C@@H]1CN(C)C(=O)Cc1cccnc1 | / | -1.4 | 4.0 | / | -5.6 | -2.2 | -0.5 | 18.1
CCCc1cc(=O)oc2c(C)c(OCC(=O)N3C[C@H]4C[C@@H](C3)c3cccc(=O)n3C4)ccc12 | 0.8 | 1.0 | -2.2 | -2.4 | 0.3 | 28.7* | / | /
CCOC(=O)C(=O)CC(=O)c1ccc2c(c1)OCCO2 | -1.2 | -13.2 | -0.2 | -19.6 | -3.1 | -2.4 | 0.1 | /
OC[C@@H]1[C@H](c2ccc(C3=CCCC3)cc2)[C@H]2CN(Cc3cccnc3)CCCCN12 | 0.8 | 3.8 | -0.4 | 12.8 | -7.9 | ? | 0.2 | 0.6
CCC(C)NCCCCOc1cc(C)cc(C(C)C)c1 (centres undefined) | -2.8 | / | / | -8.7 | / | -1.9 | 0.1 | /
COc1ccc(C(NC(=O)C2CCN(CCc3ccccc3)CC2)c2ccccn2)cc1 (centres undefined) | -1.9 | 6.5 | 0.6 | -27.9 | -4.6 | 2.0 | 0.2 | 0.1
Cc1cccc(C)c1NC(=O)COC(=O)c1cc(=O)c2ccccc2o1 | -2.4 | -8.0 | 1.7 | -18.8 | -2.5 | 10.4 | 0.1 | 9.6
C[C@@H]1CN([C@H](C)CO)C(=O)c2cc(-c3ccc(C#N)cc3)cnc2O[C@H]1CN(C)CC1CCCCC1 | 0.8 | 6.1 | -0.7 | -1.3 | -7.7 | 4.8 | -0.8 | -0.1
O=C(OCc1ccccc1)C1=NNC2C(=O)N(c3ccc(Br)cc3)C(=O)C12 (centres undefined) | -1.4 | -15.7 | -3.1 | -32.8 | 5.5 | -0.8 | -0.1 | /
Cc1ccc([C@H]2C(C(=O)O)=C[C@@H](C(C)(C)C)N2S(=O)(=O)c2ccc(C)cc2)cc1 | 0.6 | -7.1 | -0.4 | -10.3 | -1.6 | ? | 0.0 | 0.8
CN(C)S(=O)(=O)c1cccc(NC(=S)N(CCC#N)Cc2cccnc2)c1 | 0.0 | 9.6 | 1.3 | -12.4 | -1.0 | 4.6 | 0.0 | 2.2
C[C@@H]1CCCCO[C@@H](CN(C)C(=O)NC2CCCCC2)[C@H](C)CN([C@H](C)CO)C(=O)c2cc(NC(=O)NC3CCCCC3)ccc2O1 | -1.7 | -17.6 | 0.0 | 1.1 | / | -13.7 | 0.0 | -0.2
O=C(N[C@@H]1CC[C@H](CCNC(=O)c2ccccc2F)O[C@H]1CO)c1cnccn1 | 0.8 | 0.3 | -2.6 | -2.2 | -3.4 | 6.3 | -0.3 | 0.1
CCC(=O)N1[C@H](C(=O)NC2CCCC2)[C@@H](CO)[C@@H]2Cn3c(cccc3=O)[C@@H]21 | 0.3 | 3.4 | -2.4 | 2.6 | / | 0.3 | 0.2 | 1.3
CCC1(c2ccccc2)NC(=S)N(c2ccc(C)cc2)N1 (centres undefined) | 1.4 | 0.4 | 1.7 | -8.1 | 5.2 | 3.6 | 0.0 | /
Cc1nc(NCc2cccnc2)c2c3c(sc2n1)CC(C)CC3 (centres undefined) | 0.8 | / | -1.6 | -8.0 | / | 1.0 | 0.0 | /
NC(=O)C1CCN(C2=C(NS(=O)(=O)c3ccccc3)C(=O)c3ccccc3C2=O)CC1 | 9.0 | -12.2 | 0.1 | -10.6 | / | -3.1 | 0.0 | /
NC(=O)C1(N2CCCCC2)CCN(CC(=O)Nc2ccccc2-c2ccccc2)CC1 | 0.3 | 2.4 | 1.0 | -2.9 | -2.0 | -3.9 | / | /
CSCCC(NC(=O)COc1ccccc1)C(=O)OCc1ccc([N+](=O)[O-])cc1 (centres undefined) | 1.8 | -32.0 | 1.8 | -1.7 | 4.1 | ? | 6.4 | -0.1
COc1ccc(CC(=O)N/N=C/c2cccs2)cc1OC | / | 11.0 | -1.6 | -1.2 | -2.2 | 0.2 | 0.5 | 23.3
Cc1ccc(S(=O)(=O)N(C)C[C@H]2Oc3ccc(NS(=O)(=O)c4cccs4)cc3C(=O)N([C@H](C)CO)C[C@H]2C)cc1 | 1.2 | -8.2 | 0.8 | 8.4 | -3.1 | -11.2 | 0.0 | 0.4
CC(C(=O)N(C)CC(=O)Nc1ccccc1C(F)(F)F)N1C(=O)c2ccccc2C1=O (centres undefined) | 1.4 | 12.3 | -2.9 | -10.1 | -4.9 | -0.2 | -0.1 | 1.2
COc1ccc(Br)cc1CN1CCSCC1 | -3.9 | 14.4 | -3.8 | -6.1 | -5.5 | -1.9 | 0.0 | 0.0
Cc1cc(C)n2nc(C(=O)Nc3ccc4c(c3)CCC4)nc2n1 | 0.1 | 27.0 | -0.1 | -32.1 | -2.7 | 2.3 | 0.0 | 0.0
O=C(C1CCOCC1)N1[C@@H]2CNc3ccccc3[C@@H]2[C@@H]1CO | 2.5 | 0.3 | -2.1 | 7.5 | 18.7 | -17.5 | 0.0 | -0.2
Cc1cc(NCCCOC(C)C)n2c(nc3ccccc32)c1C#N | 0.1 | -4.2 | -0.7 | -40.6 | -2.7 | -4.9 | 0.0 | 2.2
CC(NC(=O)Oc1cccc2ccccc12)c1ccccc1 (centres undefined) | 0.0 | -29.9 | -0.8 | -5.6 | / | 2.8 | 0.2 | 0.3
CC(C)CC(=O)Nc1ccc(-c2nnn(CC(=O)NCc3ccco3)n2)cc1 | -0.3 | 6.8 | 4.6 | -1.3 | / | / | 0.4 | 0.1
C[C@H](CO)N1C[C@H](C)[C@H](CN(C)C)Oc2ccc(NS(C)(=O)=O)cc2CC1=O | -0.7 | 0.6 | -1.7 | -1.4 | 6.2 | -6.6 | -1.0 | -0.1
CCN(CC)CCCSc1nc2ccccc2s1 | -4.4 | 4.2 | -0.6 | -8.0 | -0.3 | -1.0 | 0.2 | /
CO[C@@H]1CN(C)C(=O)c2ccc(NC(=O)Nc3ccccc3F)cc2OC[C@H](C)N(Cc2ccccc2C(=O)O)C[C@H]1C | 1.0 | 0.0 | -2.0 | -7.5 | 4.6 | -7.8 | -0.1 | 2.4
O=C(Cc1ccc(F)cc1)NCc1cccnc1 | -0.8 | 26.2 | 1.7 | -4.4 | -3.2 | -2.5 | 0.1 | -0.1
Cc1noc(C)c1S(=O)(=O)Nc1ccc2c(c1)C(=O)N([C@H](C)CO)C[C@@H](C)[C@H](CN(C)Cc1ccc(C(=O)O)cc1)OCCCC[C@@H](C)O2 | -1.6 | 2.0 | -0.7 | 24.3 | 0.1 | 12.5 | 0.2 | 0.7
COc1ccc(Cl)cc1NC(=O)CN(C)C(=O)c1ccc(N2CCCCC2)c([N+](=O)[O-])c1 | -143.4 | -34.4 | -2.5 | 5.5 | / | 1.2 | 0.0 | /
COC(=O)CNC(=O)C1Nc2ccc(OC(F)(F)F)cc2C2C=CCC12 (centres undefined) | -2.3 | / | 1.7 | -9.5 | 11.5 | 0.6 | 0.9 | -0.1
O=C(Nc1ccc2c(c1)[C@@H]1C[C@H](CC(=O)N3CCCCC3)O[C@@H](CO)[C@@H]1O2)C1CCOCC1 | 0.6 | -4.5 | -0.6 | 12.7 | -1.9 | -2.9 | 0.1 | 0.2
O=c1[nH]c(Nc2ccccc2)cc2cc(Br)ccc12 | 98.9* | -6.3 | -1.2 | -17.4 | 21.2 | -2.2 | 0.1 | -0.1
O=c1ccc(-c2nc3cc(Cl)ccc3n2Cc2ccccc2)c[nH]1 | 2.9 | 6.1 | 1.2 | -25.3 | / | -6.4 | 0.1 | /
O=C(C[C@H]1CC[C@@H](NC(=O)C2CCOCC2)[C@@H](CO)O1)Nc1ccccc1 | -1.8 | 14.1 | -1.3 | 0.3 | / | 11.4 | -0.2 | -0.5
CCOc1ccc(NCC(=O)N/N=C/C=C/c2ccccc2)cc1 | -4.6 | -1.7 | -4.3 | -10.8 | / | 1.1 | 0.2 | -0.2
CSc1nnc(CNS(=O)(=O)c2ccc(F)cc2)n1C | -1.5 | -0.5 | -1.1 | -4.1 | 13.7 | 0.0 | 0.0 | 0.0
N/C(CS(=O)(=O)c1ccccn1)=N\OC(=O)c1ccccc1Cl | -1.1 | -4.8 | -1.2 | -16.7 | -2.5 | -0.2 | 0.0 | /
COc1cccc(N2CCN(C(=O)c3ccc(Cl)c(S(=O)(=O)N4CCCCCC4)c3)CC2)c1 | -0.4 | 8.2 | -0.5 | -0.2 | -3.6 | 5.5 | 0.2 | -0.3
Cc1nc(CCNC(=O)Cc2ccc(F)cc2)cs1 | -1.1 | 3.2 | 8.0 | -3.6 | 1.5 | -7.9 | -0.1 | /
Cc1ccc(NC(=O)c2nc3nccc(C)n3n2)c(C)c1 | 4.9 | -3.1 | 2.2 | -14.9 | / | -1.1 | 0.3 | /
CN(CCCNC(=O)C1CCCN(S(=O)(=O)c2cnc[nH]2)C1)c1ccccc1 (centres undefined) | 0.7 | 21.6 | -3.9 | -4.1 | -2.0 | -2.9 | 0.1 | /
CCOC(=O)c1c(NCc2ccccc2)n[nH]c1C | -7.1 | / | 0.8 | -0.5 | 3.1 | ? | 0.4 | -1.4
CC(C)c1cccc(-c2csc(C(C)(O)c3cccc(F)c3)n2)c1 (centres undefined) | 0.4 | -18.6 | -2.7 | -14.6 | 3.9 | ? | -0.1 | 2.0
Cc1ccc(S(=O)(=O)N2CCN(c3ccccc3)CC2)cc1 | 22.2 | -6.6 | -0.2 | -6.2 | 6.6 | 6.6 | 0.0 | /
CC(=O)N(C)c1ccc(NC(=O)C(c2ccccc2)c2ccccc2)cc1 | 2.1 | -33.2 | -2.3 | -9.6 | -0.3 | -6.4 | 0.1 | -0.1
O=C(CCCN1C(=O)c2cccc3cccc(c23)C1=O)NCc1cccs1 | 2.0 | 8.9 | 1.5 | -6.9 | / | 6.6 | 0.0 | /
Cc1ccc(CN2CCNC(=O)C2CC(=O)O)cc1 (centres undefined) | -2.1 | 0.4 | -1.7 | -8.2 | 1.4 | -4.1 | 0.0 | -1.1
CC(=O)N(C)c1ccc(NC(=O)Nc2cccc3ccccc23)cc1 | 2.2 | -13.4 | -3.5 | 2.6 | 4.3 | -5.4 | 0.0 | /
Cc1cccc(NS(=O)(=O)c2coc(C(N)=O)c2)c1C | 2.8 | 8.9 | 1.7 | -7.1 | -4.0 | 0.6 | 0.0 | 2.2

Assay outcomes as filed in PubChem.
